# High-throughput results as filed in PubChem BioAssay.
# BAZ2B inh = qHTS Assay for Inhibitors of BAZ2B; actives 4.4% (n = 360,000); Potency, µM (titrated, usually from 114 µM), without a hit: at the top dose activity change, negative = inhibition, most hits filed as inhibitors; AlphaScreen BAZ2B-H3K14Ac peptide displacement; Bromodomain adjacent to zinc finger domain protein 2B (Homo sapiens), Q9UIF8; AID 504333, 2011; note: % is set by controls: 0 for no effect and ±100 for the full control effect; nearly all actives have a fitted effect of over 60% in size
#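 AlphaScreen displacement of biotin-H3(5-23)K14Ac peptide (50 nM final) from BAZ2B (50 nM final) in PBS pH 7.4, 0.01% Tween-20; complex preformed 30 min RT, then compounds (top 110 uM) 30 min RT, beads 20 min dark.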
# JMJD2A Tudor inh = qHTS Assay for Inhibitors of JMJD2A-Tudor Domain. AID 504339, 2011. AlphaScreen JMJD2A-Tudor / H3K4me3 peptide binding. Lysine-specific demethylase 4A (Homo sapiens), O75164. actives 4.4% (n = 390,000). Potency, µM (top dose mostly 114 µM), without a hit: top-dose activity change, negative = inhibition, most hits filed as inhibitors; note: % is set by controls: 0 for no effect and ±100 for the full control effect; nearly all actives have a fitted effect of over 50% in size
# Pol iota inh = qHTS for Inhibitors of Polymerase Iota; DNA polymerase iota (Homo sapiens), Q9UNA4; Pol iota fluorescent replication assay, 10 min; Potency, µM (doses to about 115 µM), for the others: at the top dose activity, negative = inhibition, actives largely listed as inhibitors; actives 1% (n = 390,000); AID 588590, 2011
#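 Pol iota at 10 nM preincubated 15 min with compounds at room temperature; reaction started with fluorescent substrate, 50 nM final. Fluorescence read kinetically at 0 and 10 min; buffer-only wells as negative control.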
# PGK inhibitor = qHTS Assay to Find Inhibitors of Phosphoglycerate Kinase; Phosphoglycerate kinase, glycosomal (Trypanosoma brucei brucei), P07378; PGK/GAPDH coupled, Kinase-Glo luminescence, 60 min; Potency, µM (top dose mostly 57.5 µM), for the others: at the highest dose activity change, negative = inhibition, most hits filed as inhibitors; actives 0.043% (n = 380,000); AID 602233, 2012; note: % is set by controls: 0 for no effect and ±100 for the full control effect; nearly all actives have a fitted effect of over 60% in size
#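 Recombinant glycosomal PGK reaction used 1,3-bisphosphoglycerate generated in-well by GAPDH (100nM final) in 100mM TEA pH 7.6, 5mM MgCl2, 0.01% Tween-20. After 60 minutes at room temperature, ATP was read by Kinase-Glo Plus luminescence end-point.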
# HP1b binding inh = HTS for Inhibitors of HP1-beta Chromodomain Interactions with Methylated Histone Tails; Chromobox protein homolog 1 (Homo sapiens), P83916; AlphaScreen HP1-beta / biotin-H3K9me3 peptide binding; Potency, µM (doses to about 114 µM), inactives show top-dose activity change, negative = inhibition, hits mostly inhibitors; actives 0.56% (n = 390,000); AID 540317, 2011; note: nearly all actives have a fitted effect of over 70% in size; inactives centre near 23
# Target sequence (P83916 whole entry, looked up): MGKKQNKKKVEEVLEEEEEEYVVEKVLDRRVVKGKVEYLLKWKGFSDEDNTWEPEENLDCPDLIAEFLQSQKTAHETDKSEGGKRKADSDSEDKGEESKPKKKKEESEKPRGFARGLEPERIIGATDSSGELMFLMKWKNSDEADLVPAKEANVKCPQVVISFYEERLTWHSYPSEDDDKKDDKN
#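 Compound inhibition of the preformed complex between 50 nM HP1-beta and 50 nM biotinylated H3K9me3 peptide was read by AlphaScreen. Buffer was PBS pH 7.4 with 0.01% Tween-20. Incubations ran 30 min at room temperature, with 10 ug/mL donor/acceptor beads.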
# BLM helicase inh = qHTS Assay for Inhibitors of Bloom's syndrome helicase (BLM). Potency, µM (titrated, usually from 56.1 µM), inactives show top-dose activity change, negative = inhibition, hits mostly inhibitors. RecQ-like DNA helicase BLM (Homo sapiens), P54132. recombinant BLM DNA unwinding, fluorescence dequenching. actives 0.2% (n = 350,000);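 note: plate controls were vehicle for no effect and no enzyme for full effect; nearly all actives have a fitted effect of over 35% in size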
# G9a inh = qHTS Assay for Inhibitors of Histone Lysine Methyltransferase G9a. Histone-lysine N-methyltransferase EHMT2 (Homo sapiens), Q96KQ7. G9a H3K9 monomethylation, AlphaScreen, 2 h. Potency, µM (doses to about 102 µM), for inactives: at the highest dose activity, negative = inhibition, actives largely listed as inhibitors. actives 8.8% (n = 350,000); note: % is set by controls: 0 for no effect and ±100 for the full control effect; nearly all actives have a fitted effect of over 75% in size
# Target sequence (Q96KQ7 913-1193 limits assumed): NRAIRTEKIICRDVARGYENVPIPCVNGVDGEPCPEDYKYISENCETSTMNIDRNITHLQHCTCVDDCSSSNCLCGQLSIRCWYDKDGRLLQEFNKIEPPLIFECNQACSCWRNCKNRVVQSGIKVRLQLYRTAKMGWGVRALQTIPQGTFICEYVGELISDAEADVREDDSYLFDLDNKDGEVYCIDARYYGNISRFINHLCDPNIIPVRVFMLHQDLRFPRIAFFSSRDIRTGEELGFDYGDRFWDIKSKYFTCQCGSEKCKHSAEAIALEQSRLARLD
#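 Signal arises when biotinylated H3K9 peptide, once monomethylated, bridges streptavidin donor and antibody-captured acceptor beads. Enzyme at 20 nM was preincubated 15 min with test compounds; peptide 500 nM and SAM 20 uM then reacted for 2 h.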
# GLS inh = qHTS for Inhibitors of Glutaminase (GLS); GLS enzymatic activity, qHTS titration; Glutaminase kidney isoform, mitochondrial (Homo sapiens), O94925; Potency, µM (titrated, usually from 45.5 µM), for inactives: at the top dose activity change, negative = inhibition, usual class: inhibitors; actives 0.21% (n = 410,000); note: % is set by controls: 0 for no effect and ±100 for the full control effect
#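 hKGA in 45 mM KH2PO4 (pH 8.2), 0.02% Tween-20 with compound, then 1mM L-Glutamine (stock as added) plus glutamate oxidase/HRP/Amplex red coupling mix. Fluorescence read initially and after 30 min at RT; signal change reflects glutamate formation.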
# Pin1 inhibitor = qHTS Assay to Find Inhibitors of Pin1. Peptidyl-prolyl cis-trans isomerase NIMA-interacting 1 (Homo sapiens), Q13526. Pin1 FP peptide displacement, HiFluor488, 10 min. Potency, µM (highest dose often 115 µM), without a hit: at the top dose activity, negative = inhibition, usual class: inhibitors. actives 0.009% (n = 390,000). AID 504891, 2011; active = well fitted inhibition curve with a large enough effect in the polarisation, with a control signal flat, not every such curve was filed as active; inconclusive = small, poorly fitted or top-dose-only effect, or effect the other way, or a change in a side signal; inactive = no such curve, though single readings can be large or run the other way; the % refers to the polarisation; note: % is set by controls: 0 for no effect and ±100 for the full control effect
# Target sequence (Q13526 whole entry, looked up): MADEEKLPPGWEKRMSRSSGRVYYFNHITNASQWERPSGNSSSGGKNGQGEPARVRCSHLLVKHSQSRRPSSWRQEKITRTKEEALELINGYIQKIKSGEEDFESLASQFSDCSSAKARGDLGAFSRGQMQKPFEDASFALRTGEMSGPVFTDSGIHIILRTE
# Numbers without * were called inactive; i = inactive; ? = inconclusive; nt = no result given; [ ] = dose if it differs, or a comment. Unless noted, calls come from the whole dose curve; as a rule, active = well fitted curve in the direction sought with a large enough effect; inconclusive = small, poorly fitted or top-dose-only effect, or another doubt; inactive = no such curve, though single readings can be large; an effect the other way counts as inactive or inconclusive. Potency is the fitted concentration of half-maximal effect.
SMILES,BAZ2B inh,JMJD2A Tudor inh,Pol iota inh,PGK inhibitor,HP1b binding inh,BLM helicase inh,G9a inh,GLS inh,Pin1 inhibitor
COc1ccc2nc(NC(=O)c3ccc(NC(=O)C4CCCO4)cc3)sc2c1 (centres undefined),3.2%,1.4%,30.4%[activator],-9.7%,43.5%[activator],-4.5%,8.6%,-1.2%,-0.8%
Cc1ccc(C(=O)NNC(=S)NC(=O)c2ccc(Cl)cc2)cc1,4.9%,-26.9%,23.1%,2.4%,2.2%,-2.5%,39.8µM*,17.6%,-3.6%
CCn1c(C(=O)N2CCC(C(=O)NCCc3ccc(C)cc3)CC2)cc2sccc21,-17.5%,-16.0%,10.9%,i,19.7%,-2.4%,2.1%[59 µM],-12.9%,0.9%
NNC(=O)c1sccc1OCc1ccc(Cl)cc1,-35.9%,-9.6%,42.1%[activator],-2.6%,24.1%,-2.5%,-8.3%,-0.8%,-7.3%
O=C(COC(=O)CCCOc1ccc(Cl)cc1Cl)Nc1cccc(Cl)c1,19.5%,26.4%,-7.6%,-9.2%,78.4%[activator],-10.1%,68.9%[activator][59 µM],-2.7%,6.1%
Cc1ccc(CSc2nc3cc(C(=O)NC4CCCC4)ccc3c(=O)n2Cc2ccccc2)cc1,-30.8%,-6.5%,-2.2%,-7.1%,12.2%[57 µM],-1.2%,-7.6%[59 µM],-12.0%,1.2%
Cc1cc(C)c2oc(-c3cccc(NC(=O)c4ccc(-c5cccc([N+](=O)[O-])c5)o4)c3)nc2c1,1.5%[57.1 µM],-13.7%,-14.7%,-7.9%,16.4%,-10.3%,4.2%[59 µM],-14.5%,-3.4%
Cn1nc(C(=O)NC2CCCN(Cc3ccccc3F)C2)c2ccccc2c1=O (centres undefined),-24.4%,-4.2%,22.3%,-4.9%,28.7%,-13.0%,29.0%,2.5%,-7.4%
CCOC(=O)C(C(=O)OCC)N(C#N)c1nc(OC)nc(N(C)C)n1,-2.6%,-7.4%,-6.5%,-9.6%,34.1%,-7.4%,23.7%[12.7 µM],11.0%,0.2%
COC(=O)c1nnn(-c2nonc2N)c1COc1ccc(C=O)cc1OC,-0.2%,-6.4%,17.1%,-3.3%,41.6%[activator],-2.6%,nt,4.6%,0.0%
Cc1ccc(-n2c3c(c(=O)[nH]c2=O)C(C(F)(F)F)(C(F)(F)F)NC(=O)N3)cc1,-3.5%[57.1 µM],-24.6%,-0.3%,-5.2%,8.3%,-2.8%,18.8%[12.7 µM],11.4%,-5.1%
CCc1ccccc1NC1Nc2cc(C)nn2S1 (centres undefined),-26.4%,?,76.4%[activator],-7.8%,17.3%,-4.5%,1.58µM*,-19.8%,-3.6%
CSC1=N/C(=C\c2ccccc2Cl)C(=O)N1N(C)C,-19.7%,-21.5%,42.1%,-5.6%,37.6%,-4.8%,-8.3%,4.8%,-3.1%
O=C(NCC1(c2ccccc2)CCOCC1)c1cccs1,-2.5%,-7.2%,118.2%[activator],1.1%,31.3%,0.1%,25.9%[12.7 µM],-5.0%,-1.8%
Cn1c(NC(=O)/C=C/c2c(F)cccc2Cl)cc(=O)n(C)c1=O,10.0%,-8.5%,30.2%[activator],-1.1%,11.1%,-11.5%,-7.3%,0.0%,-0.8%
CCOC(=O)N1CCN(C2OC(=O)c3ccccc32)CC1 (centres undefined),7.9%,-1.9%,0.1%,-2.3%,10.8%,-1.8%,-11.7%[59 µM],3.2%,-4.3%
O=C(CSc1ccccc1)NNC(=O)c1ccncc1,7.5%,-4.8%,21.9%,1.2%,7.2%,nt,-0.4%,13.5%,1.6%
COc1ccc(CCC(C)Nc2ccc(F)c(F)c2)cc1 (centres undefined),23.2%,13.4%,9.2%,1.3%,57.8%[activator],-12.2%,?,13.4%,-1.8%
COc1cc(C(=O)Nc2ccc(OCc3cc(=O)n4cc(C)sc4n3)cc2)cc(OC)c1OC,-14.7%,-11.3%,28.0%,-2.3%,3.1%,-21.7%,-3.4%[59 µM],-14.5%,-12.2%
COc1ccc(OC)c(S(=O)(=O)N2CCC(c3nc4ccccc4[nH]3)CC2)c1,7.7%,-15.1%,49.1%[activator],1.8%,?,nt,8.4%[0.501 µM],2.2%,5.7%
COc1cc(-c2nc(CN3CCN(CC(C)C)C(=O)[C@@H]3C)c(C)o2)ccc1F,-23.3%,-17.4%,34.4%[activator],-5.8%,18.8%,-5.6%,-18.7%,-0.2%,1.8%
COc1ccc2[nH]c(=O)c(CN(CC3CCCO3)S(=O)(=O)c3ccccc3)cc2c1 (centres undefined),-1.4%,-11.0%,32.9%[activator],-4.1%,12.0%,-0.7%,nt,-0.5%,-0.8%
Cc1ccc(SCc2nnc(N)s2)cc1,10.6%,?,10.2%,-11.0%,32.3%,4.5%,-12.7%[59 µM],0.7%,5.1%
O=S(=O)(NCC1CCCO1)c1ccc(S(=O)(=O)N(Cc2ccc(F)cc2)C2CCCCC2)cc1 (centres undefined),nt,3.6%,6.3%,-0.5%,19.0%,nt,nt,-1.6%,3.4%
O=C(NCc1ccc(OC(F)(F)F)cc1)C1CC2Cn3c(nc4ccccc43)C2N1Cc1ccccc1 (centres undefined),-1.2%,7.9%,15.5%,0.7%,54.4%[activator],-6.0%,nt,8.8%,2.8%
COCCNC(=O)C1CC(c2ccc([N+](=O)[O-])cc2)=NO1 (centres undefined),-0.5%,-20.6%,18.8%,-0.7%,39.9%[activator],-1.2%,?,1.5%,-2.2%
S=C(Nc1ccc2cn[nH]c2c1)Nc1ccc(Cl)cc1Cl,?,?,37.3%,-8.5%,-22.1%,-2.9%,28.2µM*,2.5%,1.7%
CCOc1ccc(NC(=O)COC(=O)C2CC2C)cc1 (centres undefined),nt,-4.1%,8.1%,-6.8%,27.8%,nt,nt,-16.6%,-2.8%
Nc1ccc(N=Nc2ccccc2)c2cccnc12,7.94µM*,31.6µM*,21.4%,-1.4%,15.8µM*,-8.5%,12.6µM*,0.0%,2.8%
Cc1cc(C(=O)Nc2ccc3c(c2)CCC3)ccc1[N+](=O)[O-],nt,-3.5%,49.2%[activator],5.1%,26.4%,nt,nt,-2.0%,?
CC(/C=N/n1cnnc1)=C\c1ccccc1,6.2%,-19.3%,9.4%,-7.8%,18.4%,-9.5%,-1.3%[59 µM],14.3%,2.5%
COc1ccc(CC(=O)OCC(=O)Nc2ccc3c(c2)OCO3)cc1,-20.8%,7.2%,80.2%[activator],-4.1%,15.2%,-2.2%,-1.8%,-8.5%,0.7%
CCO[C@@H]1OC(C(=O)N2CCN(Cc3ccc4c(c3)OCO4)CC2)=C[C@H](c2csc3ccccc23)[C@H]1CCCO,?,?,12.0%,2.5%,5.0%,-8.1%,nt,0.4%,1.8%
Cc1cc(C)c(Cn2c3ccccc3c3cnn(CC(=O)NCCC4=CCCCC4)c(=O)c32)c(C)c1,5.0%,-14.8%,27.8%,-8.3%,31.3%,-3.3%,-3.3%[59 µM],1.1%,-1.2%
CNC(=O)c1c(C)nc(SCC(=O)NCc2ccc(OC)cc2)c(C#N)c1-c1ccco1,-3.2%,-12.1%,24.5%,-3.0%,12.9%,3.0%,-44.2%,-0.5%,3.6%
CN(CC(=O)NCc1ccccn1)S(=O)(=O)c1ccc(Cl)cc1,2.9%,0.0%,-5.0%,i,57.3%[activator],-0.3%,18.4%[59 µM],-0.3%,5.5%
CCOC(=O)C1(CCOC)CCN(C(=O)c2sccc2C)CC1,-1.0%,-2.6%,-9.7%,3.1%,23.7%,-2.7%,20.7%,-0.7%,8.1%
Cc1cccc(C)c1NC(=S)NCCSc1ccc(Cl)cc1,-35.7%,-28.5%,59.6%[activator],7.7%,14.7%,-11.3%,29.4%[59 µM],5.5%,-2.8%
CC(OC(=O)C1CCCC1)C(=O)Nc1ccc(C(N)=O)cc1 (centres undefined),10.9%,-9.9%,-9.3%,-2.7%,22.1%,nt,-5.2%,-0.4%,0.4%
Cc1nnc(NC(=O)CN2CC(C)OC(C)C2)s1 (centres undefined),4.2%,7.6%,37.0%[activator],-1.1%,34.1%,-0.7%,-13.5%,-5.6%,-0.4%
O=C(OCC1CC(c2ccccc2)=NO1)c1ccco1 (centres undefined),3.9%,9.0%,-22.7%,-6.4%,43.0%[activator],-1.2%,20.9%[59 µM],-3.2%,6.0%
CC(=O)c1ccc(NC(=O)CCCc2nc(-c3cccc(C)c3)no2)cc1,3.3%,-10.9%,110.1%[activator],-4.1%,39.3%[activator],-4.7%,-28.0%[59 µM],3.7%,-7.4%
O=C(O)CC1(CC(=O)N2CCOCC2)CCCC1,4.2%,-5.5%,36.5%[activator],0.1%,36.1%,0.7%,-2.5%,0.0%,5.5%

# These rows are one share of the data; rates above refer to the full screens.
